Source: PubChem BioAssay (National Center for Advancing Translational Sciences (NCATS))
BLM helicase inh – qHTS Assay for Inhibitors of Bloom's syndrome helicase (BLM). Potency, µM (highest dose often 56.1 µM), without a hit: at the highest dose activity change, negative = inhibition, hits mostly inhibitors. recombinant BLM DNA unwinding, fluorescence dequenching. AID 2528, 2010. RecQ-like DNA helicase BLM (Homo sapiens), P54132. 0.2% of 350,000 active;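 also: plate controls were vehicle for no effect and no enzyme for full effect; nearly all actives have a fitted effect of over 35% in size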
BAZ2B inh – qHTS Assay for Inhibitors of BAZ2B; Bromodomain adjacent to zinc finger domain protein 2B (Homo sapiens), Q9UIF8; Potency, µM (highest dose often 114 µM), for inactives: at the highest dose activity change, negative = inhibition, usual class: inhibitors; 4.4% of 360,000 active; AlphaScreen BAZ2B-H3K14Ac peptide displacement; also: % is scaled to controls: 0 for no effect and ±100 for the full control effect; nearly all actives have a fitted effect of over 60% in size
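Inhibition is scored as reduced AlphaScreen emission. The BAZ2B/b-H3(5-23)K14Ac complex (50 nM each) in PBS pH 7.4, 0.01% Tween-20 meets compound (up to 110 uM) for 30 min at RT before bead addition.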
POLH inh – qHTS for Inhibitors of Polymerase Eta. DNA polymerase eta (Homo sapiens), Q9Y253. AID 588591, 2011. 1.2% of 390,000 active. Potency, µM (top dose mostly 114 µM), without a hit: top-dose activity change, negative = inhibition, most hits filed as inhibitors. recombinant Pol eta, fluorescent DNA replication assay; also: % is scaled to controls: 0 for no effect and ±100 for the full control effect
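Pol eta (10 nM) was preincubated with compounds for 15 min at room temperature, after which fluorescent replication substrate (50 nM final) was added to start the reaction. Fluorescence was read kinetically at 0 and 10 min.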
POLI inh – qHTS for Inhibitors of Polymerase Iota. Pol iota fluorescent replication assay, 10 min. AID 588590, 2011. 1% of 390,000 active. DNA polymerase iota (Homo sapiens), Q9UNA4. Potency, µM (series often up to 115 µM), inactives show top-dose activity, negative = inhibition, usual class: inhibitors
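Pol iota at 10 nM preincubated 15 min with compounds at room temperature; reaction started with fluorescent substrate, 50 nM final. Fluorescence read kinetically at 0 and 10 min; buffer-only wells as negative control.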
Pol kappa inh – qHTS for Inhibitors of Polymerase Kappa; AID 588579, 2011; purified Pol kappa, fluorescent DNA synthesis assay, 10 min; Potency, µM (highest dose often 107 µM), without a hit: top-dose activity, negative = inhibition, actives largely listed as inhibitors; 0.53% of 400,000 active; DNA polymerase kappa (Homo sapiens), Q9UBT6; also: % is scaled to controls: 0 for no effect and ±100 for the full control effect
Target sequence (Q9UBT6 whole entry, looked up): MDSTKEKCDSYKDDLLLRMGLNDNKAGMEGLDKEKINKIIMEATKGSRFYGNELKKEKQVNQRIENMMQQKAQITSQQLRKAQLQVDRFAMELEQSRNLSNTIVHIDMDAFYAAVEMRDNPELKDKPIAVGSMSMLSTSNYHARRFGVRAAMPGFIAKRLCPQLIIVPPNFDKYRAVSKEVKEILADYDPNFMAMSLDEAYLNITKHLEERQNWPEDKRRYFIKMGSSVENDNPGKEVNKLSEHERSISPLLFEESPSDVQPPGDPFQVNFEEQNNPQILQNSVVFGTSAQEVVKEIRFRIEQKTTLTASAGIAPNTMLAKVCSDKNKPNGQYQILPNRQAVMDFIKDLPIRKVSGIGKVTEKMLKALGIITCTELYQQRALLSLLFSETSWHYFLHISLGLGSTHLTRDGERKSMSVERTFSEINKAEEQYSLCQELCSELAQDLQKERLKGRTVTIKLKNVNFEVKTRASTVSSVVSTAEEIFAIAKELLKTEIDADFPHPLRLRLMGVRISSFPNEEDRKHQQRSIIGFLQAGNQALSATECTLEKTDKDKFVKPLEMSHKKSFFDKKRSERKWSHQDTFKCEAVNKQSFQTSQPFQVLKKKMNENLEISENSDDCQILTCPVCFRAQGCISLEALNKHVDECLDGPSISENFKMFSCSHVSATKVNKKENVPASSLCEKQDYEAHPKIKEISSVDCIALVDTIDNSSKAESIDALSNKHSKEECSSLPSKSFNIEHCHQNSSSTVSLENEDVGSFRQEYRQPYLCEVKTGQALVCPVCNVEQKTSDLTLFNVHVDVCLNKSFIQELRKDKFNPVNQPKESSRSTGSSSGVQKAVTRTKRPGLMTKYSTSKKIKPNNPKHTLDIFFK
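10 nM Pol kappa was preincubated with compounds for 15 min at room temperature. Reaction started with 50 nM (final) substrate. Fluorescence read kinetically at 0 and 10 min.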
Anesthetic bind – qHTS Assay for Identification of Novel General Anesthetics; apoferritin/1-aminoanthracene competitive binding, fluorescence; Potency, µM (series often up to 77.5 µM), for the others: at the highest dose activity change, negative = displacement, usual class: inhibitors; 0.074% of 350,000 active; AID 485281, 2010; also: % is scaled to controls: 0 for no effect and ±100 for the full control effect; nearly all actives have a fitted effect of over 20% in size
Target sequence (P02791 2-175 limits assumed): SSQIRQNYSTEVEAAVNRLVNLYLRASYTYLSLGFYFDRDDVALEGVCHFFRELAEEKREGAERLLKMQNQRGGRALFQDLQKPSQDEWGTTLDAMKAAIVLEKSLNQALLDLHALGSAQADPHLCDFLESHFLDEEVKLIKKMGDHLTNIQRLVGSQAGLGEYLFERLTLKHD
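10 uM apoferritin + 50% sat. 1-AMA, PBS; cpd 10 min RT; Ex380/Em535 endpoint; normalized to free probe vs complex; 4-param Hill fit; propofol titration as pos. ctrl.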
Pol beta inh – qHTS Assay for Inhibitors of DNA Polymerase Beta; Potency, µM (top dose mostly 114 µM), without a hit: at the top dose activity change, negative = inhibition, actives largely listed as inhibitors; 1.3% of 340,000 active; AID 485314, 2010; Pol beta primer extension/strand displacement, fluorescence kinetic; also: % is scaled to controls: 0 for no effect and ±100 for the full control effect
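Values derive from four-parameter Hill fits of normalized kinetic data: reads at 0 and 10 min following addition of 50 nM substrate to 10 nM Pol beta preincubated 15 min with compound.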
G9a inh – qHTS Assay for Inhibitors of Histone Lysine Methyltransferase G9a. Histone-lysine N-methyltransferase EHMT2 (Homo sapiens), Q96KQ7. G9a H3K9 monomethylation, AlphaScreen, 2 h. Potency, µM (top dose mostly 102 µM), inactives show at the top dose activity, negative = inhibition, hits mostly inhibitors. 8.8% of 350,000 active; also: % is scaled to controls: 0 for no effect and ±100 for the full control effect; nearly all actives have a fitted effect of over 75% in size
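AlphaScreen read-out: biotin-H3K9 peptide (500 nM) methylation by 20 nM enzyme with 20 uM SAM, 2 h at room temperature after 15 min compound preincubation; anti-monomethyl H3K9 antibody plus donor/acceptor beads, 10 min dark.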
APEX1 inh – qHTS Assay for Inhibitors of the Human Apurinic/apyrimidinic Endonuclease 1 (APE1); 0.35% of 350,000 active; Potency, µM (series often up to 65.8 µM), for inactives: at the top dose activity change, negative = inhibition, actives largely listed as inhibitors; recombinant APE1, TAMRA/BHQ-2 abasic DNA cleavage fluorescence; AID 2517, 2012;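 also: plate controls were vehicle for no effect and reference inhibitor for full effect; nearly all actives have a fitted effect of over 55% in size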
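Compound pre-exposure to 0.75 nM APE1, 15 min at ambient temperature. Reaction initiated with 50 nM TAMRA/BHQ-2 THF substrate, read immediately in kinetic mode, 525 nm excitation, 598 nm emission.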
An asterisk follows results filed as active; & = joins results of further samples; [ ] = remark or other dose. Calls follow the shape of the dose curve; as a rule, active = well fitted curve in the direction sought with a large enough effect; inconclusive = small, poorly fitted or top-dose-only effect, or another doubt; inactive = no such curve, though single readings can be large; an effect the other way counts as inactive or inconclusive. Potency is read from the fitted curve at half-maximal effect. Only part of the results is shown; rates above refer to the full screens.

How did Nn1c(CSc2nc3ccccc3o2)nnc1CSc1nc2ccccc2o1 do in these assays?
BLM helicase inh: -4%; BAZ2B inh: -7%; POLH inh: -20%; POLI inh: inconclusive; Pol kappa inh: 0%; Anesthetic bind: -1%; Pol beta inh: 1%; G9a inh: 4%[12.7 µM]; APEX1 inh: 1%

Results for CCN(CC)C(=O)c1ccc(NC(=O)COC(=O)c2ccc(Cl)s2)cc1 ?
BAZ2B inh: -5%; POLH inh: -11%; POLI inh: 37%[activator]; Pol kappa inh: -7%; G9a inh: -3%[12.7 µM]; APEX1 inh: -4%

Results for CCCNC(=O)N1[C@H]2CC[C@@H]1C(C(=O)OC)=C(c1cccc(Cl)c1)C2 ?
BAZ2B inh: -5%; POLH inh: -22%; POLI inh: 27%; Pol kappa inh: -4%; G9a inh: 5%[0.501 µM]; APEX1 inh: 8%

What do the screens show for `CCCC(C)C1C(C#N)=C(N)Oc2c1c(=O)oc1ccccc21` (configuration not stated)?
BLM helicase inh: -2%; BAZ2B inh: -7%; POLH inh: -8%; POLI inh: -16%; Pol kappa inh: 0%; Anesthetic bind: -3%; Pol beta inh: -1%; G9a inh: -39%[12.7 µM]; APEX1 inh: -3%

How did COc1cccc(CN2CCCC(C(=O)c3ccccc3SC)C2)c1O (configuration not stated) do in these assays?
BLM helicase inh: 3%; BAZ2B inh: inconclusive; POLH inh: -19%; POLI inh: -1%; Pol kappa inh: -12%; Anesthetic bind: -5%; Pol beta inh: 9%; APEX1 inh: 11%

How did CCc1ccc(-n2c(O)c(/C=N/NC(=O)c3ccncc3)c(=O)[nH]c2=O)cc1 do in these assays?
BLM helicase inh: 0%; BAZ2B inh: 56µM*; POLH inh: -7%; POLI inh: 0%; Pol kappa inh: -15%; Anesthetic bind: -4%; Pol beta inh: 11%; G9a inh: 8%; APEX1 inh: 0%

How did Cc1cccc(C)c1NC1=NCCCS1 do in these assays?
BLM helicase inh: -2%; BAZ2B inh: inconclusive; POLH inh: -6%[57.1 µM]; POLI inh: 3%[58.9 µM]; Pol kappa inh: -8%[60.1 µM]; Anesthetic bind: -7%; Pol beta inh: 17%[57.1 µM]; G9a inh: 14%[12.7 µM]; APEX1 inh: 2%

Results for CCC(=NCc1ccco1)c1c(O)n(-c2ccc(C)cc2)c(=O)[nH]c1=O ?
BLM helicase inh: -1%; BAZ2B inh: 2%; POLH inh: -6%; POLI inh: -1%; Pol kappa inh: -13%; Anesthetic bind: -18%; Pol beta inh: 33%; APEX1 inh: -1%

How did CC(=O)CCC(C)=O do in these assays?
BAZ2B inh: -1%; POLH inh: -17%; POLI inh: 23%; Pol kappa inh: -7%; G9a inh: 2%[0.501 µM]; APEX1 inh: inconclusive

Results for O=C(O)COc1ccc(Br)cc1C(c1c(C(=O)O)[nH]c2ccccc12)c1c(C(=O)O)[nH]c2ccccc12 ?
BLM helicase inh: -6%; BAZ2B inh: -5%; POLH inh: 89µM*; POLI inh: inconclusive; Pol kappa inh: inconclusive; Anesthetic bind: -6%; Pol beta inh: 10%; APEX1 inh: 14%

How did COc1ccccc1N=Nc1ccc(N)c(C)c1 do in these assays?
BLM helicase inh: -7%; BAZ2B inh: 35µM*; POLH inh: -5%; POLI inh: 90%[activator]; Pol kappa inh: -7%; Anesthetic bind: 1%; Pol beta inh: 44%; G9a inh: 24%[2.33 µM]; APEX1 inh: -10%

What do the screens show for `Clc1ccc(C(Cl)(Cl)Cl)c(Cl)c1`?
BAZ2B inh: 7%; POLH inh: -21%; POLI inh: -14%; Pol kappa inh: -18%; G9a inh: 6%[0.501 µM]; APEX1 inh: 20%&27%

Results for Nc1nccc(-c2c(-c3ccc(F)cc3)ncn2C2CCNCC2)n1 ?
BLM helicase inh: -6%; Pol kappa inh: 10%[60.1 µM]; Anesthetic bind: -9%; APEX1 inh: -4%

What do the screens show for `COc1ccc(-n2c(SCC(=O)c3c(N)n(C)c(=O)n(C)c3=O)nc3ccccc32)cc1`?
BLM helicase inh: -3%; BAZ2B inh: 8%; POLH inh: -1%; POLI inh: 11%; Pol kappa inh: -8%; Anesthetic bind: -7%; Pol beta inh: 21%; G9a inh: inconclusive; APEX1 inh: 13%

Results for Oc1cccc(Nc2ncnc3sc4c(c23)CCCC4)c1 ?
BLM helicase inh: -2%; BAZ2B inh: -2%; POLH inh: inconclusive; POLI inh: -27%; Pol kappa inh: -8%[60.1 µM]; Anesthetic bind: -1%; Pol beta inh: -26%; G9a inh: -30%[59 µM]

Results for COc1ccc(NC(=S)NC2CC3CCC(C2)N3Cc2ccco2)cc1 (configuration not stated) ?
BLM helicase inh: 5%; BAZ2B inh: inconclusive; POLH inh: -12%; POLI inh: 23%; Pol kappa inh: 12%; Anesthetic bind: -5%; Pol beta inh: -17%; G9a inh: 12%; APEX1 inh: 4%

What do the screens show for `Cc1oc(-c2ccccc2Cl)nc1CN1C(=O)CN=C(c2ccccc2)c2cc(Cl)ccc21`?
BLM helicase inh: -4%; BAZ2B inh: -5%; POLH inh: inconclusive; POLI inh: 4%; Pol kappa inh: -1%; Anesthetic bind: -8%; Pol beta inh: 4%; G9a inh: -34%[59 µM]

What do the screens show for `COC(=O)C1=C(c2ccc(OCc3ccccc3)cc2)C[C@@H]2CC[C@H]1N2C(=O)NCc1ccc(N(C)C)cc1`?
BAZ2B inh: 8.9µM*; POLH inh: -19%; POLI inh: 7%; Pol kappa inh: -11%; G9a inh: 9%[2.33 µM]; APEX1 inh: 1%

How did O=c1[nH]c(=O)n(C2CCCCC2)c(O)c1C1=Nc2ccccc2SC(c2ccc(Cl)cc2)C1 (configuration not stated) do in these assays?
BLM helicase inh: -9%; BAZ2B inh: 2%; POLI inh: 20%; Pol kappa inh: -6%; Anesthetic bind: inconclusive; Pol beta inh: -13%; G9a inh: 2%[59 µM]

Results for CC(=O)c1cn(Cc2ccc(C#N)cc2)c2ccccc12 ?
BLM helicase inh: -2%; BAZ2B inh: -13%; POLH inh: -10%; POLI inh: -27%; Pol kappa inh: -16%; Anesthetic bind: -5%; Pol beta inh: 0%; G9a inh: 14%; APEX1 inh: -1%

How did COC(=O)C1=C(c2ccc(OC)c(OC)c2)C[C@@H]2CC[C@H]1N2C(=O)N1CCC(C)CC1 do in these assays?
BAZ2B inh: -2%; POLH inh: -19%; POLI inh: -17%; Pol kappa inh: 5%; G9a inh: 7%[0.501 µM]; APEX1 inh: -2%

What do the screens show for `CCOc1ccccc1N1C(=O)NC(=O)/C(=C/c2ccc3c4c(cccc24)CC3)C1=O`?
BLM helicase inh: -3%; BAZ2B inh: 50µM*; POLH inh: inconclusive; POLI inh: -8%; Pol kappa inh: -5%; Anesthetic bind: 59%[activator]; Pol beta inh: 39%; G9a inh: 27%[0.501 µM]; APEX1 inh: -2%

How did Cc1cccc(-n2c(C)nc3ccccc3c2=O)c1C do in these assays?
BLM helicase inh: -2%; BAZ2B inh: 13%; POLH inh: -7%; POLI inh: 62%[activator]; Pol kappa inh: -22%; Anesthetic bind: -10%; Pol beta inh: 5%; G9a inh: -8%[0.501 µM]; APEX1 inh: -3%

How did Cc1cccc(CN2CCc3nc(N4CCN(c5ccccn5)CC4)ncc3C2)c1 do in these assays?
BLM helicase inh: 5%; BAZ2B inh: 50µM*; POLH inh: -9%; POLI inh: -4%; Pol kappa inh: -9%[60.1 µM]; Anesthetic bind: -4%; Pol beta inh: 24%; G9a inh: inconclusive

Results for C[C@H]1CCC/C=C/[C@@H]2C[C@H](O)C[C@H]2[C@H](O)/C=C/C(=O)O1 ?
BLM helicase inh: 2%; BAZ2B inh: -5%&-3%; POLH inh: -15%&-7%; POLI inh: 18%&1%; Pol kappa inh: -5%; Anesthetic bind: 4%; G9a inh: -32%[59 µM]; APEX1 inh: 28%&13%&-4%

What do the screens show for `COC(=O)C1=C(c2cccc(C#N)c2)C[C@@H]2CC[C@H]1N2C(=O)NCCc1ccccc1`?
BAZ2B inh: 8%; POLH inh: -13%; POLI inh: -3%; Pol kappa inh: -10%; G9a inh: 6%[0.501 µM]; APEX1 inh: -2%

How did COc1ccn(C)c(=O)c1C#N do in these assays?
BLM helicase inh: 6%; BAZ2B inh: -3%; POLH inh: -9%; POLI inh: 36%[activator]; Pol kappa inh: 16%; Anesthetic bind: -1%; Pol beta inh: 0%; G9a inh: 17%[12.7 µM]; APEX1 inh: 5%

How did CN1CCN(C(=S)SCC(=O)Nc2ccc(Cl)cc2C(=O)c2ccccc2)CC1 do in these assays?
BLM helicase inh: -6%; BAZ2B inh: inconclusive; POLH inh: -7%; POLI inh: 14%; Pol kappa inh: -7%; Anesthetic bind: inconclusive; Pol beta inh: 0%; G9a inh: inconclusive; APEX1 inh: 1%

Results for Cc1cc(C=C2C(=O)NC(=O)NC2=O)c(C)n1-c1cccnc1 ?
BLM helicase inh: -9%; BAZ2B inh: -2%; POLH inh: 1%; POLI inh: 11%; Pol kappa inh: -16%; Anesthetic bind: -8%; Pol beta inh: 5%; G9a inh: -13%[12.7 µM]; APEX1 inh: 0%
